Source: PubChem
NOD2-RIPK2 inh – blocks binding of human NOD2 to RIPK2; O43353; hit rate 0.38% among 360,000; inhibition, % at 4.98 µM; CHO BLA complementation NOD2-RIPK2, CCF4 ratio; AID 624267; in the data active means inhibition above about 21%;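 further: 0% = vehicle only and 100% = reference blocker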
NCOA3 inh – inhibitors of human steroid receptor coactivator 3 (SRC3). HEK293 GAL4-SRC3 luciferase reporter, luminescence. inhibition, % at 3.6 µM. hit rate 0.17% among 360,000. Q9Y6Q9;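 active means inhibition above a per-campaign cutoff, the mean of all compounds plus 3 SD, cut at about 60% in these data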;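 further: 0% = DMSO-treated cells and 100% = gossypol-treated cells at 36 µM; higher means less SRC3-driven luciferase light from the GAL4 reporter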
LRH-1 inv ag – suppresses constitutive activity of human LRH-1 | inhibition, % at 3.6 µM | HEK293T StAR-luciferase reporter, LRH-1 transfected, 24 h | AID 602396 | hit rate 0.13% among 360,000;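 active means inhibition above the mean inhibition of all tested compounds plus 3 SD, cut at about 73% in these data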;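 further: 0% = DMSO wells and 100% = reporter-only cells lacking LRH-1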
Target sequence (O00482 whole entry, looked up): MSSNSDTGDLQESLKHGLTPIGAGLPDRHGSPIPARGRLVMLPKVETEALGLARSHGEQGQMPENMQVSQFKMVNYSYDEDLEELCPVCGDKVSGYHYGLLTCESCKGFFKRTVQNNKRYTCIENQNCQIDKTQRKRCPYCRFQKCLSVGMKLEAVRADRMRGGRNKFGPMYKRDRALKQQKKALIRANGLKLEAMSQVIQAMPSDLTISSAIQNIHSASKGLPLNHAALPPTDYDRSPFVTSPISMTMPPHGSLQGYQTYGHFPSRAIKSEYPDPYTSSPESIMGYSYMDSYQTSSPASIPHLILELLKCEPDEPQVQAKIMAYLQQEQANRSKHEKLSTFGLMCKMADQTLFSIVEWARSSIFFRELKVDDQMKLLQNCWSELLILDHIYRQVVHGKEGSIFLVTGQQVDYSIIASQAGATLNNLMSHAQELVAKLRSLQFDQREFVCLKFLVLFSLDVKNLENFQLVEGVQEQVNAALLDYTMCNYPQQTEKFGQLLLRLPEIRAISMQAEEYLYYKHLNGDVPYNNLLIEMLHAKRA
NR2F2 inh – blocks human COUP-TFII nuclear receptor. P24468. HEK293T NGFI-A luciferase reporter, luminescence. inhibition, % at 8.6 µM. hit rate 0.7% among 370,000;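 active means inhibition above a per-plate cutoff, mean inhibition of test wells between control levels plus 3 SD, cut at about 38% in these data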;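 further: cells cotransfected with COUP-TFII expression vector driving the NGFI-A reporter; 0% = median of COUP-TF2 test wells and 100% = reporter-only cells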
Target sequence (P24468 whole entry, looked up): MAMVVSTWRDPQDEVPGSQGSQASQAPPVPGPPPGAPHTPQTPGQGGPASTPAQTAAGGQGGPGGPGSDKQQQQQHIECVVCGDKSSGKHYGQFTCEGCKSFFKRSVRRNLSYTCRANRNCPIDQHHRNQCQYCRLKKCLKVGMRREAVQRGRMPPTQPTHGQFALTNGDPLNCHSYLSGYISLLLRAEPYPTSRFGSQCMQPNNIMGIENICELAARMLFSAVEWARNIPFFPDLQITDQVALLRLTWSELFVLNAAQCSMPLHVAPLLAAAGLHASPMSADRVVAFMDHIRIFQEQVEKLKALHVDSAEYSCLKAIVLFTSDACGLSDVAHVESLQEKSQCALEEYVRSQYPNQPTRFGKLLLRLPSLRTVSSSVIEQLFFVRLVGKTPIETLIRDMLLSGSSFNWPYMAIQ
ABHD5-PLIN5 inh – ABHD5-PLIN5 protein interaction inhibition; Split G. princeps luciferase complementation, luminescence, 4 h; AID 602281; inhibition, % at 4 µM; Q00G26+Q8WTS1; hit rate 0.78% among 360,000;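 active means inhibition above the mean inhibition across every tested compound plus 3 SD, cut at about 22% in these data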;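 further: 0% = DMSO only wells and the 100% control is not disclosed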
TROY NFkB inh – TROY signaling inhibition. inhibition, % at 10 µM. Q293 LMP1-TROYcd NF-kB luciferase reporter, 4 h. hit rate 0.98% among 360,000;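 active means compounds whose plate-normalised and pattern-corrected inhibition of the luciferase reporter signal at the single screening dose is 50% or more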
TWEAK Fn14 block – blocks TWEAK-Fn14 interaction in a reporter cell assay. TWEAK-stimulated Fn14 reporter cells, luciferase luminescence, 8 h. inhibition, % at 10 µM. hit rate 2% among 360,000. AID 1159606; in the data active means inhibition above about 50%
SRC2 inh – human SRC2 (NCOA2) inhibition | hit rate 0.17% among 370,000 | inhibition, % at 9 µM | HEK293 GAL4-SRC2 luciferase reporter, luminescence;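 active means inhibition above the mean inhibition of all tested compounds plus 3 SD, set per campaign, cut at about 52% in these data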;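 further: 0% = DMSO treated cells and 100% = cells given Gossypol at 36 µM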
TLR9-MyD88 inh – inhibitors of human TLR9-MyD88 binding | Q9NR96+Q99836 | CHO BLA complementation TLR9-MyD88, CCF4 FRET ratio | inhibition, % at 4.98 µM | hit rate 0.21% among 340,000 | AID 504734;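 active means inhibition above the mean over all tested compounds plus 3 SD, cut at about 21% in these data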;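 further: 0% = DMSO only wells and 100% = clavulanate BLA inhibitor control wells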
SRC1 inh – inhibitors of human steroid receptor coactivator 1 (SRC1) | Q15788 | HEK293 GAL4-SRC1 luciferase reporter, luminescence | inhibition, % at 3.6 µM | hit rate 0.12% among 360,000 | AID 588354;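 active means inhibition above the campaign mean plus 3 SD, with each screening campaign given its own cutoff, cut at about 60% in these data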;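 further: 0% = DMSO treated cells and 100% = gossypol at 36 µM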
Granule exo inh – blocks lytic granule exocytosis; TALL-104 LAMP-1 surface exposure, flow cytometry; cells stimulated with thapsigargin and PMA; hit rate 0.66% among 360,000; inhibition, % at 10 µM;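 active means inhibition above about 55%, limit read from the data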
An asterisk follows results filed as active; nt = no result given.

SMILES	NOD2-RIPK2 inh	NCOA3 inh	LRH-1 inv ag	NR2F2 inh	ABHD5-PLIN5 inh	TROY NFkB inh	TWEAK Fn14 block	SRC2 inh	TLR9-MyD88 inh	SRC1 inh	Granule exo inh
COc1cccc(/C=N/NC(=O)c2c(-c3ccccc3)noc2C)c1OC	3	5	12	-12	-2	8	14	1	3	-4	1
Cc1ccc(Cl)cc1NS(=O)(=O)c1ccc(-n2cccn2)cc1	3	2	1	11	-8	12	-6	-14	-3	-8	7
CCCCNC(=O)C1(C)CCN1C(=O)c1ccc2c(c1)CCO2 (stereo unspecified)	-7	4	-13	-5	3	-16	-9	-18	nt	12	6
O=C(CN1C(=O)CSc2ccc(C(F)(F)F)cc21)Nc1ccccc1	-8	23	18	-11	-4	8	-3	8	2	-4	-4
COc1ccc(CCCc2nnc(SCC(=O)Nc3ncc(C)s3)o2)cc1	-7	5	-1	-1	-6	-10	25	-13	-3	-15	-2
CCOC(=O)CSc1nnc(-c2ccc3ncccc3c2)n1C	8	14	14	7	-4	-9	4	-23	10	0	-3
CCCc1nc(NCC2CCCO2)c2nnn(Cc3ccccc3)c2n1 (stereo unspecified)	0	7	-15	4	3	14	4	4	-10	0	2
COc1cc2cc(C(c3nnnn3C(C)(C)C)N3CCc4ccccc4C3)c(=O)[nH]c2cc1OC (stereo unspecified)	-2	9	12	3	-4	1	-3	-4	-6	-8	1
COc1cccc(NC(=O)CSc2nnc(Cn3nnc4ccccc43)n2C)c1	2	11	12	-21	-2	-3	10	-3	1	1	-1
CCCn1c(=N)n(CC(=O)OCC)c2ccccc21	-5	14	16	-1	0	11	-5	-28	-1	-8	-1

3 compounds from above, ordered by length of the SMILES, smallest number first.
SMILES	NOD2-RIPK2 inh	NCOA3 inh	LRH-1 inv ag	NR2F2 inh	ABHD5-PLIN5 inh	TROY NFkB inh	TWEAK Fn14 block	SRC2 inh	TLR9-MyD88 inh	SRC1 inh	Granule exo inh
CCCCNC(=O)C1(C)CCN1C(=O)c1ccc2c(c1)CCO2 (stereo unspecified)	-7	4	-13	-5	3	-16	-9	-18	nt	12	6
Cc1ccc(Cl)cc1NS(=O)(=O)c1ccc(-n2cccn2)cc1	3	2	1	11	-8	12	-6	-14	-3	-8	7
COc1ccc(CCCc2nnc(SCC(=O)Nc3ncc(C)s3)o2)cc1	-7	5	-1	-1	-6	-10	25	-13	-3	-15	-2

(more compounds)
SMILES	NOD2-RIPK2 inh	NCOA3 inh	LRH-1 inv ag	NR2F2 inh	ABHD5-PLIN5 inh	TROY NFkB inh	TWEAK Fn14 block	SRC2 inh	TLR9-MyD88 inh	SRC1 inh	Granule exo inh
COCCNC(=O)c1ccccc1NC(=O)c1cc(OC)cc(OC)c1	4	4	21	0	-2	0	3	7	0	-39	-1
CCCCn1c(N)c(N(CC(C)C)C(=O)c2oc3ccc(Br)cc3c2C)c(=O)[nH]c1=O	3	0	-4	8	-4	-22	-18	15	8	-5	1
CC1=CC(C)(C)Nc2ccc(OC(=O)CN3C(=O)c4cccc5cccc(c45)C3=O)cc21	6	-5	29	15	32*	5	52*	17	4	-9	-2
COc1cc(/C=N/NC2=NS(=O)(=O)c3ccccc32)ccc1OC(C)=O	-4	-15	-5	-17	-12	-3	1	-28	-2	-4	-3
CCC(CC)NC(=O)CCc1nc2ccccc2c(=O)[nH]1	0	-5	5	-8	1	-11	-2	-20	1	7	-1
O=C(CNC(=O)C1COc2ccccc2O1)N/N=C\c1ccccc1Cl (stereo unspecified)	-9	2	-14	-11	-7	-9	2	3	-4	1	-3
O=C(NNc1ccccn1)c1ccc(Cl)nc1	1	13	15	-9	74*	27	3	-4	2	2	0
Cc1ccc2[nH]cc(CCNC(=O)c3ccc([N+](=O)[O-])cc3)c2c1	-10	7	0	0	-2	-1	-11	-9	9	11	4
O=C(OCC(O)COc1ccccc1)c1ccc([N+](=O)[O-])cc1 (stereo unspecified)	7	-9	6	-3	-14	14	-1	-29	-4	6	0
c1csc(-c2nc3ccccn3c2NC2CCCCC2)c1	0	5	-7	6	1	-65	1	-11	0	-25	6

Shown with each value named: 2 of the compounds above.
O=C(OCC(O)COc1ccccc1)c1ccc([N+](=O)[O-])cc1 (stereo unspecified)
  NOD2-RIPK2 inh: 7	NCOA3 inh: -9	LRH-1 inv ag: 6	NR2F2 inh: -3	ABHD5-PLIN5 inh: -14	TROY NFkB inh: 14	TWEAK Fn14 block: -1	SRC2 inh: -29	TLR9-MyD88 inh: -4	SRC1 inh: 6	Granule exo inh: 0

O=C(CNC(=O)C1COc2ccccc2O1)N/N=C\c1ccccc1Cl (stereo unspecified)
  NOD2-RIPK2 inh: -9	NCOA3 inh: 2	LRH-1 inv ag: -14	NR2F2 inh: -11	ABHD5-PLIN5 inh: -7	TROY NFkB inh: -9	TWEAK Fn14 block: 2	SRC2 inh: 3	TLR9-MyD88 inh: -4	SRC1 inh: 1	Granule exo inh: -3

Other structures
SMILES	NOD2-RIPK2 inh	NCOA3 inh	LRH-1 inv ag	NR2F2 inh	ABHD5-PLIN5 inh	TROY NFkB inh	TWEAK Fn14 block	SRC2 inh	TLR9-MyD88 inh	SRC1 inh	Granule exo inh
Cc1nc([N+](=O)[O-])cn1CC(=O)Nc1ccc(F)c(Cl)c1	-11	-3	5	10	-2	7	15	-3	-4	-8	-1
Cc1noc(C)c1COc1ccccc1C(=O)NCCOc1ccccc1F	-2	-9	-36	-6	-6	-35	-14	-18	3	-9	11
CCOc1ccc(N2Cc3ncccc3C2=O)cc1	-11	-58	-146	-26	-5	-24	27	-66	4	-98	5
COc1cc(NC(=O)Cn2c(=O)n(CC3CCCO3)c(=O)c3cc(OC)c(OC)cc32)cc(OC)c1 (stereo unspecified)	-17	-5	-10	9	-2	-2	-7	-7	-3	-8	3
CC1(C(=O)NCc2cccc(C(F)(F)F)c2)CCN1C1Cc2ccccc2C1 (stereo unspecified)	11	-4	7	5	6	6	13	-17	nt	-10	-3
O=C1CC(NCC2CCCO2)C(=O)N1c1ccc(Cl)cc1 (stereo unspecified)	-9	-3	6	-11	5	-8	-3	2	-3	1	3
Cc1cc(O)ccc1-c1ccc2nncn2c1	5	-7	12	-3	3	-3	-6	-52	nt	-11	-6
COc1cc(C(=O)OCC(=O)NC2CCCCC2)cc2c1OCCO2	4	-12	-27	-7	2	-2	16	-56	-3	6	1
CC(=O)NNc1ncnc2c1cnn2-c1ccc(C)c(C)c1	-3	3	-5	4	0	54*	66*	-21	-2	1	-3
O=C(NCCc1ccccc1)C(c1ccc(F)cc1)N(C(=O)c1csnn1)C1CC1 (stereo unspecified)	-17	-1	-19	6	6	-3	-9	5	-7	-18	-6

As entered above.
TWEAK Fn14 block, `COc1cc(NC(=O)Cn2c(=O)n(CC3CCCO3)c(=O)c3cc(OC)c(OC)cc32)cc(OC)c1` (stereo unspecified) = -7
SRC2 inh, `CC(=O)NNc1ncnc2c1cnn2-c1ccc(C)c(C)c1` = -21

Continuation.
SMILES	NOD2-RIPK2 inh	NCOA3 inh	LRH-1 inv ag	NR2F2 inh	ABHD5-PLIN5 inh	TROY NFkB inh	TWEAK Fn14 block	SRC2 inh	TLR9-MyD88 inh	SRC1 inh	Granule exo inh
COc1cc(NC(=O)N2CCOCC2)cc(OC)c1	-6	1	15	0	8	-18	-10	-18	6	-12	-5
O=C(O)c1cc(C2CC2)nn1-c1ccccc1	7	13	-5	7	2	-9	-5	-22	-16	3	6
Cc1nn(-c2ccccc2)c(NC(=O)c2cccs2)c(-c2ccccc2Cl)c1=O	-9	12	13	-12	1	1	10	7	nt	-9	1
CC(C)(C#N)C(C)(C)c1nn[nH]n1	3	6	15	16	-5	-18	-21	-24	-1	7	0
Cc1cc(N2CCCCC2C)nc(-c2ccccc2O)n1 (stereo unspecified)	0	-12	17	11	0	-41	-27	7	2	24	-4
CN(c1ccccc1)c1nc(N)c([N+](=O)[O-])c(Nc2ccccc2)n1	-8	-5	-9	-3	1	-34	-6	13	-3	-13	26
O=[N+]([O-])c1cccc(OCCCN2CCC(Cc3ccccc3)CC2)c1	-1	0	-8	2	10	-6	-6	-5	-9	-5	86*
Cc1ccc(OCC(=O)NCc2ccco2)c([N+](=O)[O-])n1	0	7	5	-4	-1	11	-2	-5	-1	6	-5
Cc1ccc(-n2ccc(=O)c(C(=O)Nc3ccc(S(=O)(=O)Nc4nccc(C)n4)cc3)n2)cc1	-4	12	-12	-8	9	10	-1	1	-1	8	-1
Nc1nonc1C(=O)OCC(=O)N1CCOCC1	-2	5	-3	9	1	-1	-17	-10	4	-7	1
CCc1ccc(CNC(=O)C2CCN(S(=O)(=O)N3CC(C)CC(C)C3)CC2)cc1 (stereo unspecified)	-8	19	15	-29	-5	-4	6	-4	16	-19	-1
Cc1ccccc1C(=O)N1CCC(C(=O)Nc2ccc(S(=O)(=O)N3C(C)CCCC3C)cc2)CC1 (stereo unspecified)	4	9	-3	12	-3	10	14	-10	2	12	-1
COc1cccc(N(C(=O)c2ccco2)c2nc(-c3sc(NC(=O)c4ccco4)nc3C)cs2)c1	7	-8	5	0	-3	22	0	-11	3	-4	17
COc1cc(C2NC(=S)NC(c3ccccc3)=C2C(C)=O)ccc1O (stereo unspecified)	-14	12	-10	5	-1	6	9	9	-1	16	-4
O=C(CCCN1C(=O)C(=Cc2ccc3c(c2)OCO3)SC1=S)Nc1ccc(C(=O)O)c(O)c1	-20	-12	14	27	16	8	-49	29	nt	2	-1
c1ccc(-c2noc(CN3CCCC(OCc4ccccn4)C3)n2)cc1 (stereo unspecified)	4	10	-3	7	1	-8	-5	-24	-8	-1	0
Fc1ccc(Nc2nnc(C(F)(F)F)s2)cc1	-6	3	-8	19	0	-29	-1	3	-3	-10	3
Fc1ccc(CSc2nnc(-c3ccncc3)o2)cc1	-2	46	-5	20	0	17	38	25	-3	50	1
CC(NC(=O)C12CC3CC(CC(C3)C1)C2)c1ccc2c(c1)OCCO2 (stereo unspecified)	-4	7	-13	-1	-2	10	6	-5	8	7	2
Cc1noc(C)c1S(=O)(=O)N(C)C[C@H]1Oc2ccc(NS(=O)(=O)c3ccccc3)cc2C(=O)N([C@H](C)CO)C[C@@H]1C	-6	19	0	2	20	-1	-30	0	7	-2	-3
CC(C)Cn1cnc2c(c1=N)C(c1ccccc1)C1=C(CC(C)(C)CC1=O)O2 (stereo unspecified)	-2	14	-3	8	-4	1	2	-10	4	11	4
O=[N+]([O-])c1ccc2nc(/C=C/c3ccc(Cl)cc3)[nH]c2c1	4	-4	-25	-37	-7	71*	76*	-12	-11	-26	91*
CCSc1ccccc1C(=O)n1nnc2ccccc21	4	3	10	nt	2	43	72*	nt	4	5	15

A portion of the library; the hit share may differ from the screen's.
